Screening data deposited in PubChem BioAssay by Broad Institute.
RAD54 inh – RAD54 (human) branch migration inhibition | AID 602329 | hit rate 0.14% among 360,000 | inhibition, % at 10.4 µM | RAD54 Holliday junction branch migration, FAM/BHQ fluorescence;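 active = mean normalized replicate activity at least 40 and at least half of replicates scoring 40 or more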;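 note: 0% = median of neutral control wells and 100% = median of positive control wells; inhibitors cause a drop in the FAM fluorescence signal; in these data hits start at about 50%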
Target sequence (Q92698 whole entry, looked up): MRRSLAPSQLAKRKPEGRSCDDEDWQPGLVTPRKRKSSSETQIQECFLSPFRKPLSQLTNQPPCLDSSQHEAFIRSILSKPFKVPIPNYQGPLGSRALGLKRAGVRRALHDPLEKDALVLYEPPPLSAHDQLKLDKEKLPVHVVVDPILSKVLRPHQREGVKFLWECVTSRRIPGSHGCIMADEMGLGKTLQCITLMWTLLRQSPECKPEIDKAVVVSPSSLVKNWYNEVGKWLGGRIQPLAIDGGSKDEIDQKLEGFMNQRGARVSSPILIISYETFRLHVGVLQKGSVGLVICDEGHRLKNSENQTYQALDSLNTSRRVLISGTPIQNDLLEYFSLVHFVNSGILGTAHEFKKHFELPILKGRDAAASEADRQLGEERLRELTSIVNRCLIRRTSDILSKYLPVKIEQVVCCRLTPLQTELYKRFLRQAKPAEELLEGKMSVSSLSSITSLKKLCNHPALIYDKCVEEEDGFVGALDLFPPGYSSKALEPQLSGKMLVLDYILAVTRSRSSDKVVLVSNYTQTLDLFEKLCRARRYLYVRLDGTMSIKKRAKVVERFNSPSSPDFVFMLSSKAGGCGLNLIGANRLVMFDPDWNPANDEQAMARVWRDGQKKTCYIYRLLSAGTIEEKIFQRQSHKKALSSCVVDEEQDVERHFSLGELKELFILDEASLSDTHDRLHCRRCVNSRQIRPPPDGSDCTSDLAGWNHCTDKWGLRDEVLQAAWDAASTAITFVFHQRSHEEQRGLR
ARNT TACC3 PPI – disruptors of human ARNT/TACC3 interaction. Q9Y6A5. AlphaScreen His-ARNT PAS-B/GST-TACC3 binding, luminescence; TACC3 fragment carries E629A point mutation. inhibition, % at 9.99 µM. hit rate 0.66% among 390,000. AID 623870;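 active = mean inhibition of replicates at least 50% and at least half of replicates each reaching 50%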;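 note: 0% = complete ARNT plus TACC3 wells and 100% = ARNT alone without TACC3; many hits fall short of the cut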
esBAF inh – SWI/SNF esBAF complex inhibition; AID 602393; mouse ES cells, Bmi1-luciferase knock-in reporter, 24 h; 100% = twice the neutral-well signal; hit rate 2% among 350,000; reporter increase, % at 12.5 µM; in the data active = activation above about 40%;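 note: 0% = median of the plate's neutral control wells and 100% = double that signal; a rise in the Bmi1 reporter signal indicates esBAF inhibition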
* hit, by the source's call; & = joins results of further samples. The list is partial, so the mix of outcomes need not match the whole.

SMILES	RAD54 inh	ARNT TACC3 PPI	esBAF inh
Nc1nnc(CSc2ccc(Cl)cc2)s1	-1	3	16
Cc1ccc(S(=O)(=O)N/N=C/c2cccn2-c2ccc(Cl)cc2)cc1	-13	4	-3
C=C1c2cccc(OC)c2O[C@H](C(=O)OCC)[C@@H]1CCCCCC	-5	1	-2
CCOC(=O)C1CCCN(C(=O)COc2ccccc2O)C1 (stereo unspecified)	4	-20	0
CC(=O)Nc1nc2ccccc2n1CCN(C)C	-3	4	-32
C[C@]1(C(=O)NCCCNc2ncc(C(F)(F)F)cc2Cl)C=C[C@@H](Cc2ccccc2)N1C(=O)c1ccccc1	5	-9	3
O=C(NCc1ccc(F)cc1)c1cc2c(s1)CCCC2	-27	-3	24
CC(NC(=O)C1CCC1)c1ccc(Cl)cc1 (stereo unspecified)	-1	-5	-5
O=S(=O)(Nc1nc2ccccc2s1)c1ccc(Cl)s1	1	3	-5
COC(=O)c1ccc(NC(=O)c2ccccc2NS(C)(=O)=O)cc1	-5	-4	7

4 compounds already listed, arranged by the number in esBAF inh, descending:
molecule	ARNT TACC3 PPI	esBAF inh
Nc1nnc(CSc2ccc(Cl)cc2)s1	3	16
Cc1ccc(S(=O)(=O)N/N=C/c2cccn2-c2ccc(Cl)cc2)cc1	4	-3
CC(NC(=O)C1CCC1)c1ccc(Cl)cc1 (stereo unspecified)	-5	-5
CC(=O)Nc1nc2ccccc2n1CCN(C)C	4	-32

Next section.
SMILES	RAD54 inh	ARNT TACC3 PPI	esBAF inh
COc1ccc(-n2nc(C(=O)N3CCN(c4ccc(F)cc4)CC3)c3ccccc3c2=O)c(OC)c1	4	0	11
C=CCn1cc(-c2ccccc2)cc(C#N)c1=O	4	-14	-4
COc1cc(OC)c(C2C(C(=O)N3CCOCC3)=C(C)NC3=C2C(=O)CC(C)(C)C3)cc1OC (stereo unspecified)	2	6	4
COc1ccc(-c2c(N)nnc3c2[nH]c2ccccc23)cc1OC	14	-2	-10
COC(=O)c1ccc(COc2ccc3c(C)c(C)c(=O)oc3c2C)o1	3	-6	23*
O=C(CCc1ccc(S(=O)(=O)N2CCOCC2)cc1)Oc1ccccc1	-13	-16	-1
CC(=O)Nc1ccc(C(=O)OCc2ccc(Cl)cc2)cc1	13	-3	10
O=C(OCC(=O)N1CCc2ccccc21)c1ccc(Cl)nc1	-7	3	5
CC12CC3CC(C)(C1)CC(CN1CCOCC1)(C3)C2	5	-2	-7
Cc1cc(C(=O)COc2cccc(-n3cnnn3)c2)c(C)n1-c1ccccc1	3	-3	-38

Some of the entries so far, as labelled records.
SMILES: CC12CC3CC(C)(C1)CC(CN1CCOCC1)(C3)C2
- RAD54 inh: 5
- ARNT TACC3 PPI: -2
- esBAF inh: -7

SMILES: Cc1cc(C(=O)COc2cccc(-n3cnnn3)c2)c(C)n1-c1ccccc1
- RAD54 inh: 3
- ARNT TACC3 PPI: -3
- esBAF inh: -38

SMILES: COc1cc(OC)c(C2C(C(=O)N3CCOCC3)=C(C)NC3=C2C(=O)CC(C)(C)C3)cc1OC (stereo unspecified)
- RAD54 inh: 2
- ARNT TACC3 PPI: 6
- esBAF inh: 4

SMILES: COC(=O)c1ccc(COc2ccc3c(C)c(C)c(=O)oc3c2C)o1
- RAD54 inh: 3
- ARNT TACC3 PPI: -6
- esBAF inh: 23*

The list continues.
SMILES	RAD54 inh	ARNT TACC3 PPI	esBAF inh
COc1cc(C2c3c(oc4ccccc4c3=O)C(=O)N2Cc2ccncc2)ccc1O (stereo unspecified)	9	3	-1
COc1ccc(NCc2n[nH]nc2-c2ccccc2)cc1Cl	-6	-12	15
O=CN(CCN(C=O)CN1CCCCC1)CN1CCCCC1	7	-13	-5
COc1ccc(/C=N/NC(=O)c2ccn[nH]2)cc1COc1ccc(Cl)cc1Cl	4	16	5
O=C(Nc1cccc(Cl)c1)Nc1cccc(Cl)c1	-3	-3	5
CCOC(=O)c1cc2cc(OC)ccc2nc1C	3	-3	6
Cn1c(CO)cnc1SCc1ccccc1	-18	-10	15
O=C(Cn1cnc2c(cnn2-c2ccccc2)c1=O)N1CCCc2ccccc21	4	6	3
O=C(NCC1CCCO1)c1ccc(NC(=O)C2C3C=CC(C3)C2C(=O)O)cc1 (stereo unspecified)	-4	10	16
CCOC(=O)Cc1nnc(NC(=O)C(CC)Sc2nnc3c4ccccc4n(C)c3n2)s1 (stereo unspecified)	1	7	-2
O=C1C2CC=CCC2C(=O)N1CC(=O)N(Cc1ccccc1)C1CCS(=O)(=O)C1 (stereo unspecified)	-4	-1	5
CCN(CC)CCOC(=O)c1ccc(Cl)cc1	-17	-1	2
CC(C)C(=O)Nc1ccc(NC(=O)c2ccccc2Cl)nc1	-1	4	34
CCOc1ccc(S(=O)(=O)NCCC(=O)NC2=NCCS2)cc1	4	-2	7
CCCNC(=O)COc1ncnc2sc(C)c(C)c12	-5	1	-2
O=C(O)Cn1cc(C(=O)c2cccs2)c2ccccc21	-2	-11	-4
NC(=O)C1CCN(C(=S)c2cccs2)CC1	-5	-1	-3
Cc1c(Br)cc(C(=O)N2CCCCCC2)c(C)c1C	6	-4	-6
Cn1c(SCC(=O)NC2CCCCC2)nnc1-c1cccc(N)c1	-3	-1	-10
Nc1ccc(-c2nc3c(Cl)c(N)ccc3[nH]2)cc1	19	14	-20

Compounds listed so far with a COOH group:
SMILES	RAD54 inh	ARNT TACC3 PPI	esBAF inh
O=C(NCC1CCCO1)c1ccc(NC(=O)C2C3C=CC(C3)C2C(=O)O)cc1 (stereo unspecified)	-4	10	16
O=C(O)Cn1cc(C(=O)c2cccs2)c2ccccc21	-2	-11	-4

An excerpt from above, limited to RAD54 inh and ARNT TACC3 PPI.
SMILES | RAD54 inh | ARNT TACC3 PPI
O=C(OCC(=O)N1CCc2ccccc21)c1ccc(Cl)nc1 | -7 | 3
CCCNC(=O)COc1ncnc2sc(C)c(C)c12 | -5 | 1
CC(NC(=O)C1CCC1)c1ccc(Cl)cc1 (stereo unspecified) | -1 | -5
Cc1ccc(S(=O)(=O)N/N=C/c2cccn2-c2ccc(Cl)cc2)cc1 | -13 | 4
CCN(CC)CCOC(=O)c1ccc(Cl)cc1 | -17 | -1
COc1ccc(-c2c(N)nnc3c2[nH]c2ccccc23)cc1OC | 14 | -2

Following part:
SMILES	RAD54 inh	ARNT TACC3 PPI	esBAF inh
COc1cccc(NC(=O)Cc2cn(C)c3ccccc23)c1	6	2	12
Cc1ccc(S(=O)(=O)N(c2cccc(C)c2)C2CCS(=O)(=O)C2)cc1 (stereo unspecified)	3	-3	0
O=C(NC1CCCCCC1)c1c(F)c(F)c(F)c(F)c1F	9	13	-1
Cc1ccccc1NC1=NC(C)(C)N=C(N)N1	-2	-2	-4
CCOC(=O)c1cc(C)n(CCCN2CCOCC2)c1C	0	0	-10
CCN1C(=O)/C(=C\N(C)C)c2ccccc21	3	-10	-7
CCCC(=O)Nc1nc2ccc(NC(=O)c3ccc(Br)o3)cc2s1	4	5	13
O=C(c1ccccc1)c1cccn1CC(=O)N1CCN(C2CCCCC2)CC1	1	-6	1
CC(C)(C)c1ccc(OCCn2ccccc2=O)cc1	1	4	60*
C=CCn1c(O)c(N=NC(=O)c2ccc3c(c2)OCO3)c2ccccc21	3	-4	6
CC(=O)Nc1ccc(S(=O)(=O)N2CCOCC2)cc1	-9	-7	-4
Cn1ncc2c(N3CCOCC3)ncnc21	0	5	-3
CCCCN1CC(O)=C(c2nc3ccccc3[nH]2)C1=N	2	7	58*
COc1ccccc1NC(=O)Cn1nnc(C(=O)Nc2ccccc2)c1N	-8	-22	-3
COc1cc(S(=O)(=O)n2c(C)nc3ccccc32)ccc1F	-5	-3	-8
COC(=O)c1cc(COc2ccc3c4c(c(=O)oc3c2)CCCC4)c(C)o1	5	9	2
CC1Cc2cc(/C(O)=C3/C(=O)C(=O)N(CCCn4ccnc4)C3c3ccncc3)ccc2O1 (stereo unspecified)	-11	-4	9
COc1ccc(C2c3c(ncn(CCN4CCOCC4)c3=N)Oc3ccc4ccccc4c32)cc1 (stereo unspecified)	-4	2	-4
Clc1ccc(CN2CCC(c3nc4ccc(Cl)cc4[nH]3)CC2)cc1	4	9	0
CCC(C(=O)OCC(=O)Nc1c(C)n(C)n(-c2ccccc2)c1=O)c1ccccc1 (stereo unspecified)	-3	-7	2
CCCn1nnc(NC(=O)c2cccc(OCc3ccccc3)c2)n1	-1	0	17
O=C1c2ccncc2C(=O)N1C1CCCCC1	1	-3	-5
COC(=O)C1=C(C)Nc2ncnn2C1c1ccco1 (stereo unspecified)	-10	-3	-3
O=C(Nc1nc2ccccc2s1)c1cnccn1	4	13	-20
Cc1noc(C)c1C(=O)Nc1sc(C)c(C)c1C#N	5	-3	-7
O=C(CCn1ccc2ccccc21)Nc1ccc(N2CCOCC2)cc1	15	1	3
CSc1nc2ccc3nc(NC(=O)c4cccs4)sc3c2s1	-4	-5	36
CCCOc1ccccc1C1CC(=O)NC(C)=C1C(=O)OCC(C)C (stereo unspecified)	-7	10	6
COC(=O)c1ccccc1N/C=C1\CCc2c(c(C)nn2-c2ccccn2)C1=O	0	-3	-2
CC12CC(NC(=O)N1CCc1ccccc1)c1ccccc1O2 (stereo unspecified)	5	-1	3
CCNc1oc(-c2ccccc2F)nc1S(=O)(=O)c1ccccc1	7	-3	-2
COc1cccc(N(C(=O)c2ccco2)C(C(=O)NC2CCCC2)c2cccnc2)c1 (stereo unspecified)	-3	-8	-1
COc1ccc(/C=C/C(=O)Nc2ccccc2C(=O)N2CCCC2)cc1	-1	-2	56*
CC(=O)NC1C(OCCOc2ccc(Cl)cc2Cl)OC(COC(C)=O)C(OC(C)=O)C1OC(C)=O (stereo unspecified)	-6&5	-1&-26	-7&3
COc1ccc(OC)c(NC(=O)Cc2coc3ccc4ccccc4c23)c1	-2	1	-2
Cc1ccc(N2C(=O)c3n[nH]c(C)c3C2c2ccccn2)cc1 (stereo unspecified)	-17	-13	-8
CCC(=O)Nc1cc(C(F)(F)F)ccc1N1CCOCC1	-6	-5	1
CC(C)[C@H](NC(=O)NCc1ccc(Cl)cc1)C(=O)O	-11	1	-6
Cc1cc(C)c2cc(CN(CCO)Cc3nnnn3Cc3ccccc3)c(=O)[nH]c2c1	-1	-4	-2
COCCN(C(=O)CCC(=O)Nc1ccccn1)C(C(=O)NCCC(C)C)c1ccc(OC)cc1 (stereo unspecified)	-1	0	0
CCOC(=O)c1sc2ccccc2c1OC(=O)c1ccccc1	1	-6	20
CCCN1C(=O)SC(CC(=O)Nc2ccccc2C)C1=O (stereo unspecified)	-2	0	-7
c1ccc(COc2ccc(OCCCCN3CCCCC3)cc2)cc1	3	-6	32
COc1ccccc1C1CN(c2ccc(F)cc2F)N=C1c1cccs1 (stereo unspecified)	5	-24	5
CCC(C)c1ccc(OCC(=O)O)cc1 (stereo unspecified)	-16	-6	7
CCOc1cc(C2C(C(=O)OC(C)C)=C(C)N=C3SCCC(=O)N32)ccc1OC(C)=O (stereo unspecified)	8	3	3
CCOC(=O)N1CCC(NS(=O)(=O)c2cc(Br)cc3c2N(C(=O)CC)CC3)CC1	1	2	5
Cn1cc(CNC(=O)C23CC4CC(CC(C4)C2)C3)cn1	5	-6	-2
Cc1ccc(-n2ncc(Br)c(Br)c2=O)cc1	3	-3	-9
ON=C1CCN(c2ncc(C(F)(F)F)cc2Cl)CC1	13	-2	13
O=P(OC1CCCCC1)(OC1CCCCC1)C(O)c1c(Cl)cccc1Cl (stereo unspecified)	4	2	1
Cc1cccc(C(=O)O/N=C(\N)Cc2cccc3ccccc23)c1	1	-5	1
Cc1cc(OCC(=O)Nc2ccncc2)ccc1Br	-2	12	8
